HKDC1 inh: HKDC1 hexokinase inhibitors, primary screen, biochemical, fluorescence, uHTS; AID 493160, 2011; 340,000 compounds, 0.16% hits; recombinant HKDC1, G6PDH/diaphorase resazurin coupled fluorescence; inhibition, % at 20 µM;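 active = inhibition above about 35% when tested at 20 µM, limit read from the data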;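 note: plate controls were DMSO wells with enzyme for no effect and DMSO wells lacking enzyme for full effect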
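Assay system: recombinant HKDC1 hexokinase; detection: coupled resazurin fluorescence, excitation 525 nm, emission 613 nm; benchmarks: DMSO-plus-enzyme-mix negative control, buffer-substituted positive control; compound dosing: single 20 µM dose; schedule: 90 min at room temperature in dark; also added: glucose plus 1 mM ATP as hexokinase substrates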
NR3A LBD binder: binders of NR3A ligand-binding domain, primary screen, biophysical, differential scanning fluorimetry, uHTS. NR3A LBD differential scanning fluorimetry, Tm shift; 0% = protein alone, 100% = glycine-bound protein. Tm shift relative to glycine control, % at 25 µM. 340,000 compounds, 2.5% hits. AID 1259313, 2017;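 active = melting temperature shift of at least 10% of the positive control shift, at one fixed dose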
PfGluPho inh: PfG6PD enzyme inhibitors, primary screen, biochemical, fluorescence intensity, uHTS; glucose-6-phosphate dehydrogenase-6-phosphogluconolactonase (Plasmodium falciparum 3D7); PfGluPho enzyme, NADPH resazurin-diaphorase fluorescence; inhibition, % at 20 µM; 350,000 compounds, 0.78% hits; AID 504690, 2011;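 active = inhibition reaching at least a set limit at 20 µM in the primary screen, cut at about 59% in these data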;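 note: 0% = DMSO wells with substrate and 100% = DMSO wells lacking glucose-6-phosphate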
SENP8 inh: human SENP8 protease inhibitors, primary screen, biochemical, fluorescence, Nedd8 protein substrate, uHTS | recombinant SENP8 | 360,000 compounds, 0.64% hits | AID 602440, 2012 | Sentrin-specific protease 8 (Homo sapiens), Q96LD8 | inhibition, % at 20 µM; in the data active = inhibition mostly above about 40%, no sharp cut-off; inactive = mostly below about 27%
Target sequence (Q96LD8 whole entry, looked up): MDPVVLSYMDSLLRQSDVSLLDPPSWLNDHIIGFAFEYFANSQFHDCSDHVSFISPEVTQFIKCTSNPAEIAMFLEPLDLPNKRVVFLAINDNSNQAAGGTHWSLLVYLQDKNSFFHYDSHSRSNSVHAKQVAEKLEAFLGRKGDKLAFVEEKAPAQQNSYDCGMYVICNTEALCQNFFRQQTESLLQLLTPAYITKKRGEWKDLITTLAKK
MPTP inh: mitochondrial permeability transition pore inhibitors, primary screen, biochemical, isolated mouse mitochondria, absorbance; inhibition, % at 10 µM; 360,000 compounds, 1.4% hits; Ca2+ swelling absorbance, 30 min;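 active = inhibition of 50% or more, scaled per plate between neutral and stimulator controls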;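 note: 0% = DMSO wells given calcium and 100% = 1 mM EGTA wells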
ATG4B inhibitor: ATG4B protease inhibitors, primary screen, biochemical, fluorescence, uHTS. ATG4B cleavage of LC3-PLA2, NBD-HPC fluorescence, 1 h. inhibition, % at 8.33 µM. 340,000 compounds, 0.51% hits. AID 504462, 2011; in the data active = inhibition above about 40%
Target sequence (Q9Y4P1 whole entry, looked up): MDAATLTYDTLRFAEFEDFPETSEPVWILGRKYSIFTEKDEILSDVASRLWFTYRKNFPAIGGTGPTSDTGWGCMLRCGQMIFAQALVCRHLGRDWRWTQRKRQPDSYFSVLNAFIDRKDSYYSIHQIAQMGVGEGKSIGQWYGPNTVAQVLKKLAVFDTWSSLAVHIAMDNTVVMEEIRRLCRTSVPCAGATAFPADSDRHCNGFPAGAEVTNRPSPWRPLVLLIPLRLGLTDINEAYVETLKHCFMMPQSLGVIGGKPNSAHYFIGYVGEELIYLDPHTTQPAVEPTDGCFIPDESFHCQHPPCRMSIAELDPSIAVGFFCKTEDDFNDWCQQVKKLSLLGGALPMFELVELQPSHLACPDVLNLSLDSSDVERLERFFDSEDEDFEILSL
SENP6 inh: SENP6 protease inhibitors, primary screen, biochemical, luminescence, uHTS; Sentrin-specific protease 6 (Homo sapiens), Q9GZR1; Recombinant SENP6 catalytic domain, aminoluciferin luminescence; inhibition, % at 10 µM; 330,000 compounds, 1.8% hits;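 active = inhibition above about 50% at the single tested dose, limit read from the data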;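 note: plate controls were DMSO wells with enzyme for no effect and DMSO wells lacking enzyme for full effect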
Target sequence (Q9GZR1 628-1112 limits assumed): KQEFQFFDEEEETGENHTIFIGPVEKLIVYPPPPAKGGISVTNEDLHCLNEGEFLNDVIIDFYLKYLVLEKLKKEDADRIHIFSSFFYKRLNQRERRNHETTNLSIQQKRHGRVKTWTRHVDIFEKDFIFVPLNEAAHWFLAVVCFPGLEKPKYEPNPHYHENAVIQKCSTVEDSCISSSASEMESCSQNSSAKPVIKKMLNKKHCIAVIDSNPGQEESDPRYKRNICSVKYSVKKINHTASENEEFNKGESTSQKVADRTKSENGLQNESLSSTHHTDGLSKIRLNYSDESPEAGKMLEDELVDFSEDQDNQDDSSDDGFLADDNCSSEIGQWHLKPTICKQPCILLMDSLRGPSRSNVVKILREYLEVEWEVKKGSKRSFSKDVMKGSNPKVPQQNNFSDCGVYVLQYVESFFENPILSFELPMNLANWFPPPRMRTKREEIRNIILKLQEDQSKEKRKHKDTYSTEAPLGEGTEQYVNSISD
SENP7 inh: SENP7 protease inhibitors, primary screen, biochemical, luminescence, uHTS; Sentrin-specific protease 7 (Homo sapiens), Q9BQF6; recombinant SENP7, Z-RLRGG-aminoluciferin luminescence, 40 min; inhibition, % at 5 µM; 330,000 compounds, 1.5% hits;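 active = inhibition above about 50% at the single test dose, limit read from the data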;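 note: plate controls were DMSO with enzyme for no effect and no enzyme buffer wells for full effect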
Starred values were filed as active, the others as inactive; . = no result given. Outcome played no part in choosing rows, and some 6.9% of all compounds hit somewhere here.

SMILES	HKDC1 inh	NR3A LBD binder	PfGluPho inh	SENP8 inh	MPTP inh	ATG4B inhibitor	SENP6 inh	SENP7 inh
Cc1ccccc1CN(C)C(=O)[C@H](Cc1ccccc1)NC(=O)c1ccco1	-14	1	7	15	1.5	2	3	6
CCC(C(=O)NC1CCCC1)N(C(=O)c1snc(C(N)=O)c1N)c1ccc(OC)c(OC)c1 (centres undefined)	-9	-5	-9	-118	-0.1	-5	-12	7
Cc1cccc(NC(=O)c2cccc(C(=O)Nc3cccc(C)c3)c2)c1	-6	-3	-5	0	3.9	-2	11	2
Cc1c(N=NC2=C(O)CC(C)(C)CC2=O)c(=O)n(-c2ccccc2)n1C	-4	-22	10	26	-4.9	1	8	-10
Cc1cc(C)cc(N=c2c([N+](=O)[O-])nn(-c3ccc4c(c3)OCCO4)n2O)c1	0	-1	30	21	1.3	-12	12	5
Cn1cnnc1SCC(=O)NC1CCCc2ccccc21 (centres undefined)	-2	0	-13	-2	-2.6	6	-2	7
CCOC(=O)c1c(C)n(-c2ccccc2)c2ccc(O)c(CN(C)C)c12	-8	1	4	1	-0.9	6	-1	-1
CC(C)c1cc(C(=O)NNC(=S)NCc2ccco2)c(O)c(C(C)C)c1	-20	19*	-24	-122	85*	37	19	9
COc1ccccc1Oc1ccc(N/C=C/C(=O)c2ccco2)cc1	-2	-3	16	-197	0.4	31	85*	57*
CCOC(=O)Cc1csc(NC(=O)COc2ccccc2)n1	1	-1	-7	9	-1.4	0	14	-8
CCOc1ccc(C(C)=O)cc1CSc1nc(C)cc(C)n1	-2	-1	-14	6	-0.6	1	23	0
COc1ccc2nc(N/C(N)=N/C(=S)Nc3ccccc3)nc(C)c2c1	16	19*	1	-188	-2.5	36	-33	-5
CC(C)(Cc1ccc(O)cc1)NC(=O)c1ccccc1	-5	2	-14	10	0.1	2	-10	-15
COc1ccc(CCNC(=O)COc2ccc(-c3ccc(C#N)cc3)cc2)cc1	-23	-3	0	-65	3.5	31	-1	3
CCN1CCN(c2ccc(S(=O)(=O)N3CCCCC3)cc2NC(=O)/C=C/c2ccc(F)cc2)CC1	1	1	22	12	78*	2	-13	-6
Cn1c(CNC(=O)c2cccs2)n[nH]c1=S	-12	7	11	20	0.5	3	2	13
Cc1ccc(S(=O)(=O)N2CCN(c3ccc(N4CCOCC4)nn3)CC2)cc1[N+](=O)[O-]	-2	-1	-8	6	-3.0	-1	6	6
OCc1ccc(O)c2ncccc12	-16	-2	-13	10	-1.5	-8	-5	3
COC(=O)c1c(NC(=O)/C=C/C(=O)O)sc(C)c1-c1ccc(C)c(C)c1	-7	1	0	7	2.5	-7	-3	18
C#CCSc1nnc(-c2ccc(O)cc2)o1	-7	0	-9	12	-1.3	3	40	13
Cn1ncc2c(Nc3ccccc3Br)ncnc21	-4	14*	16	17	-5.6	-6	-21	3
Cc1cccn2c(=O)nc(SCC(=O)N3CC(C)OC(C)C3)nc12 (centres undefined)	-3	1	4	-68	0.4	0	-19	12
Cc1onc(-c2ccccc2)c1C(=O)NCc1cccnc1	-8	0	-8	33	2.6	-14	-16	1
Cc1ccc(C(=O)C(C)OC(=O)C2CCN(c3ccc(C(F)(F)F)cn3)CC2)cc1 (centres undefined)	4	3	23	-1	0.3	-3	-11	9
COc1cccc(-c2nc(S(=O)(=O)c3ccccc3)c(N3CCOCC3)o2)c1	-10	1	-5	6	-0.3	0	-7	9
COc1ccc(/C=C2\SC(=S)N(CCCC(=O)NC3CCCC3)C2=O)cc1OC	-5	5	2	8	0.6	-2	-23	-7
CCCCC(=O)N1CCN(c2nc3ccc(OCC)cc3s2)CC1	-2	-1	-5	11	1.0	6	-4	14
COc1ccc(NC(=O)C(=O)NCCCn2ccnc2)cc1	-7	1	3	12	-2.8	-1	3	2
Cc1cc(NC(=O)/C(C#N)=C\c2ccc(-c3ccc(SC(F)F)cc3)o2)n(-c2ccccc2)n1	-3	1	1	-92	3.7	1	.	.
O=C(CCC1CCCN(Cc2ccc3c(c2)OCCO3)C1)NCc1ccccc1F (centres undefined)	-4	1	6	14	1.1	16	5	-8
CCN(c1ccc(OCC(=O)OCC(=O)c2c(N)n(C)c(=O)n(C)c2=O)cc1)S(=O)(=O)c1ccccc1	4	-7	8	10	0.0	-11	-6	-4
O=C(NNC(=O)c1csc(-c2cccnc2)n1)Nc1ccc(Cl)cc1	4	0	-7	19	56*	9	-31	0
CC(c1ccccc1)C1OCC(C[N+]2(C)CCCCC2)O1 (centres undefined)	-8	2	3	1	-0.2	8	16	5
O=C(Nc1cccs1)Nc1cccnc1Cl	-4	2	-5	13	0.1	9	-38	-7
CC(C)OCCCn1c(=S)[nH]c2ncccc2c1=O	-6	0	7	12	-1.2	4	-6	6
CN(C)CCNC(=O)/C(=C/c1ccc(-c2cccc([N+](=O)[O-])c2)o1)NC(=O)c1ccccc1	-5	-3	31	16	0.0	-2	0	11
COc1cc(OC)cc(C(=O)Nc2c(F)cccc2F)c1	-4	-1	-6	18	0.2	-8	2	-11
O=C(NCCc1ccc(Cl)cc1)C1CCN(S(=O)(=O)c2cccs2)CC1	1	-3	-10	12	2.0	-2	-9	-10
COCCNC(=O)CN1N=C(c2ccc(C)cc2)CCC1=O	-5	-1	2	7	0.9	0	-4	-5
Nc1c(-c2ccccc2)cnn1-c1cccc(C(F)(F)F)c1	-3	2	-10	15	0.0	-2	7	5

Reformatted: entries from further up
Cn1ncc2c(Nc3ccccc3Br)ncnc21
  HKDC1 inh: -4; NR3A LBD binder: 14*; PfGluPho inh: 16; SENP8 inh: 17; MPTP inh: -5.6; ATG4B inhibitor: -6; SENP6 inh: -21; SENP7 inh: 3

Cc1cccn2c(=O)nc(SCC(=O)N3CC(C)OC(C)C3)nc12 (centres undefined)
  HKDC1 inh: -3; NR3A LBD binder: 1; PfGluPho inh: 4; SENP8 inh: -68; MPTP inh: 0.4; ATG4B inhibitor: 0; SENP6 inh: -19; SENP7 inh: 12

Next section:
SMILES	HKDC1 inh	NR3A LBD binder	PfGluPho inh	SENP8 inh	MPTP inh	ATG4B inhibitor	SENP6 inh	SENP7 inh
c1ccc(-c2nc[nH]c2-c2ccccc2)cc1	-4	-1	6	-12	30	-5	-4	8
COc1cc(N)c(Cl)cc1C(=O)NC1CCN(Cc2ccccc2)CC1	-5	7	18	28	0.2	-3	.	.
COC(=O)/C=C1\SC(=Nc2ccccc2)NC1=O	-2	-6	-6	7	1.5	4	-9	-5
OC(CN1C2=NCCN2c2ccccc21)c1ccc2c(c1)OCO2 (centres undefined)	-6	2	-18	9	1.4	-5	-24	0
Cc1ccc2cc(NC(=O)c3ccc(C(C)(C)C)cc3)ccc2n1	2	-10	39	7	0.1	-15	13	-4
COC(=O)c1cc(OC)c(OC)cc1NC(=S)N1CCCC1	-4	-1	-3	-2	0.1	1	0	-3
Cc1nn(-c2ccccn2)c2c1C(=O)C(Br)CC2 (centres undefined)	11	1	90*	66*	0.3	3	.	.
Fc1ccccc1N1CCN(C(c2ccncc2)c2nnnn2C2CCCC2)CC1 (centres undefined)	-7	1	13	1	0.7	-18	8	5
CCn1c(CNC(=O)c2cccc(C)c2)nnc1SCC(=O)NC1CCCCC1C (centres undefined)	1	-3	-23	19	-0.4	-4	-4	2
CCOC(=O)N1CCN(c2nc(C)c3c(n2)CC(C)CC3=O)CC1 (centres undefined)	-3	1	7	12	0.8	-12	-16	-1
Cc1ccc2cccc(S(=O)(=O)Nc3ccc4c(c3)OCO4)c2n1	-5	0	51	3	-0.4	3	3	-7
CC1CCN(CCCOc2ccc(OCc3ccccc3)cc2)CC1	2	1	0	22	8.8	-9	8	5
COc1ccc2cc(C3(C)NC(=O)N(CC(=O)N4CCCCC4)C3=O)ccc2c1 (centres undefined)	-2	0	-8	7	0.0	-4	-11	-1
Cc1ccc(NC(=O)N2CCC(c3ccccc3)C2)cc1C (centres undefined)	-5	-2	24	14	0.8	-9	-10	2
CCOC(=O)Cn1c(COc2ccccc2OC)[n+](C)c2ccccc21	0	0	-7	14	1.7	1	-11	7
CCOC(=O)c1c(C)[nH]c(C(=O)OCC(=O)Nc2ccc(OC)c(Cl)c2)c1C	-4	-4	-25	7	29	-11	2	1
COc1ccc(N2CCN(C(CNC(=O)C(=O)NCCC3=CCCCC3)c3ccco3)CC2)cc1 (centres undefined)	-9	4	-7	9	3.9	-7	-14	-11
C=CCc1cc(CN2CC(C)OC(C)C2)c(O)c(OC)c1 (centres undefined)	7	-9	9	17	-2.5	1	.	.
COc1ccc([C@H]2CC(=O)C=C(c3cccc4c3Oc3ccccc3S4)C2)cc1OC	-5	0	6	29	-0.8	-7	0	2
CN(C)S(=O)(=O)c1cccc(C(=O)NCC(C)(C)CNC(=O)c2cccc(S(=O)(=O)N(C)C)c2)c1	-5	1	3	6	8.5	1	6	2
Cc1cccn2cc(-c3ccc(S(=O)(=O)N4CCCCC4)cc3)nc12	-3	9	13	-361	0.6	-7	33	38
CCOC(=O)N1CCN(C(=O)C(NC(=O)c2ccc(CC)cc2)C(C)C)CC1 (centres undefined)	-16	2	5	-2	0.5	-5	-12	0
CCOc1ccc(CNC(=O)C2CCN(c3nn4c(=O)cc(C)nc4s3)CC2)cc1	0	0	7	17	0.9	-6	2	-3

17 compounds from above, sorted by number of heavy atoms, rising:
SMILES	HKDC1 inh	NR3A LBD binder	PfGluPho inh	SENP8 inh	MPTP inh	ATG4B inhibitor	SENP6 inh	SENP7 inh
C#CCSc1nnc(-c2ccc(O)cc2)o1	-7	0	-9	12	-1.3	3	40	13
c1ccc(-c2nc[nH]c2-c2ccccc2)cc1	-4	-1	6	-12	30	-5	-4	8
Cc1nn(-c2ccccn2)c2c1C(=O)C(Br)CC2 (centres undefined)	11	1	90*	66*	0.3	3	.	.
CC(C)OCCCn1c(=S)[nH]c2ncccc2c1=O	-6	0	7	12	-1.2	4	-6	6
C=CCc1cc(CN2CC(C)OC(C)C2)c(O)c(OC)c1 (centres undefined)	7	-9	9	17	-2.5	1	.	.
Cc1onc(-c2ccccc2)c1C(=O)NCc1cccnc1	-8	0	-8	33	2.6	-14	-16	1
Cc1ccc2cccc(S(=O)(=O)Nc3ccc4c(c3)OCO4)c2n1	-5	0	51	3	-0.4	3	3	-7
CC1CCN(CCCOc2ccc(OCc3ccccc3)cc2)CC1	2	1	0	22	8.8	-9	8	5
CCOC(=O)c1c(C)n(-c2ccccc2)c2ccc(O)c(CN(C)C)c12	-8	1	4	1	-0.9	6	-1	-1
COc1cccc(-c2nc(S(=O)(=O)c3ccccc3)c(N3CCOCC3)o2)c1	-10	1	-5	6	-0.3	0	-7	9
COc1ccc(CCNC(=O)COc2ccc(-c3ccc(C#N)cc3)cc2)cc1	-23	-3	0	-65	3.5	31	-1	3
Fc1ccccc1N1CCN(C(c2ccncc2)c2nnnn2C2CCCC2)CC1 (centres undefined)	-7	1	13	1	0.7	-18	8	5
COc1ccc([C@H]2CC(=O)C=C(c3cccc4c3Oc3ccccc3S4)C2)cc1OC	-5	0	6	29	-0.8	-7	0	2
CN(C)CCNC(=O)/C(=C/c1ccc(-c2cccc([N+](=O)[O-])c2)o1)NC(=O)c1ccccc1	-5	-3	31	16	0.0	-2	0	11
Cc1cc(NC(=O)/C(C#N)=C\c2ccc(-c3ccc(SC(F)F)cc3)o2)n(-c2ccccc2)n1	-3	1	1	-92	3.7	1	.	.
CCN1CCN(c2ccc(S(=O)(=O)N3CCCCC3)cc2NC(=O)/C=C/c2ccc(F)cc2)CC1	1	1	22	12	78*	2	-13	-6
CCN(c1ccc(OCC(=O)OCC(=O)c2c(N)n(C)c(=O)n(C)c2=O)cc1)S(=O)(=O)c1ccccc1	4	-7	8	10	0.0	-11	-6	-4

Source: PubChem BioAssay
